Gli-Sufu block = Gli-Sufu pathway antagonists, primary screen, luciferase luminescence, Sufu-KO-LIGHT cells, uHTS; Sufu-KO-LIGHT fibroblasts, Gli luciferase reporter luminescence; inhibition, % at 5 µM; hit rate 0.74% among 340,000; AID 588413, 2011;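 active means inhibition above about 55%, limit read from the data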;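 further: 0% = DMSO-treated cells and 100% = wells with medium but no cells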
Apaf1 inhib = inhibitors of human Apaf-1 apoptosome, primary screen, biochemical, DEVD-Rh110 fluorescence, uHTS; Apoptotic protease-activating factor 1 (Homo sapiens), O14727; reconstituted apoptosome caspase-3 activity; inhibition, % at 20 µM; hit rate 0.71% among 330,000; active means inhibition of at least 40% at 20 µM;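 further: plate controls were DMSO wells for no effect and DEVD-CHO caspase inhibitor wells for full effect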
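Material: biochemical Apaf-1 apoptosome reconstitution. Medium: Hepes buffer, pH 7.5. Also added: cytochrome c activation, bis-DEVD rhodamine 110 substrate. Timing: 30 min compound preincubation, 50 min activation, room temperature. Measured by: rhodamine 110 fluorescence at Ex 480/Em 540 nm.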
Jurkat NFkB inh = inhibitors of induced NF-kB luciferase reporter, primary screen, TCR NF-kB activation inhibitor project, cell-based, luminescence, uHTS; inhibition, % at 4 µM; Jurkat, PMA/ionomycin-induced NF-kB luciferase reporter; hit rate 0.53% among 330,000
UBC13 inh = UBC13 polyubiquitin chain formation inhibitors, primary screen, biochemical, TR-FRET, uHTS. inhibition, % at 20 µM. AID 485273, 2010. hit rate 0.47% among 330,000; in the data active means inhibition above about 45%, passing the limit was not always enough
Target sequence (P61088 whole entry, looked up): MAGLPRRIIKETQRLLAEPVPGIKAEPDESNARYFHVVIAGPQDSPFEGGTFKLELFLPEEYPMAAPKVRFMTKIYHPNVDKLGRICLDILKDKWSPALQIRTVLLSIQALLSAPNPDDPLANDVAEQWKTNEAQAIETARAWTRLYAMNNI
SENP8 block = SENP8 protease inhibitors, primary screen, biochemical, luminescence; Sentrin-specific protease 8 (Homo sapiens), Q96LD8; purified SENP8, Z-RLRGG-aminoluciferin cleavage; inhibition, % at 10 µM; hit rate 1.2% among 330,000; AID 2540, 2010
Target sequence (Q96LD8 whole entry, looked up): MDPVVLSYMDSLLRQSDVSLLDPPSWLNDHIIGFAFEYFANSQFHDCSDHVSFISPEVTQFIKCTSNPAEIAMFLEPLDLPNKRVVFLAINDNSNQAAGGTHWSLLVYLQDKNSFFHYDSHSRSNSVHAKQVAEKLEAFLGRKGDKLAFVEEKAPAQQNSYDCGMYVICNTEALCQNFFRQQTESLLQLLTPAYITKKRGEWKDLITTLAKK
CCR6 antag = CCR6 receptor antagonists, primary screen, cell-based, CHO-K1, luminescence, beta-arrestin, uHTS | CHO-K1 CCR6 PathHunter beta-arrestin, CCL20-stimulated | AID 493098, 2011 | inhibition, % at 20 µM | C-C chemokine receptor type 6 (Homo sapiens), P51684 | hit rate 0.49% among 340,000;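 active means compounds whose inhibition of the agonist-driven luminescence signal at 20 µM reaches about 50%, limit read from the data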;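 further: cells stimulated with CCL20 at 14 nM final; plate controls were DMSO with CCL20 for no effect and DMSO without agonist for full effect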
EBI2 block = EBI2 receptor antagonists, beta-arrestin recruitment, primary screen, cell-based, luminescence, 7a,25-OHC stimulation, uHTS; G-protein coupled receptor 183 (Homo sapiens), P32249; 7a,25-OHC stimulated; inhibition, % at 5 µM; hit rate 0.81% among 360,000; in the data active means inhibition above about 38%;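 further: enzyme fragment complementation signal reports receptor beta-arrestin coupling in cells; 0% = agonist plus DMSO wells and 100% = wells without agonist; some results beyond the cut were filed as inactive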
Target sequence (P32249 whole entry, looked up, the tested form may be a part): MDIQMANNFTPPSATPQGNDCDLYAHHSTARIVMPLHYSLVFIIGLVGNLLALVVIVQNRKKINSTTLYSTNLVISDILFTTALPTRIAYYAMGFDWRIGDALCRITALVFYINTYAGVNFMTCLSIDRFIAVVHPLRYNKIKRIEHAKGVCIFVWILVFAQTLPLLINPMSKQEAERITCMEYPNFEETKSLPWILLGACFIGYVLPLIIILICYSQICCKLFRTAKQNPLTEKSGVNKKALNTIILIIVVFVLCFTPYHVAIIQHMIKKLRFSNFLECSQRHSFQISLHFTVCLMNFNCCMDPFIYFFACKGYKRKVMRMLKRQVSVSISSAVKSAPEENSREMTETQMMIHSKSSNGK
697 NFkB inh = inhibitors of PMA/ionomycin-induced NF-kB reporter, 697 cells, primary screen, B-cell NF-kB inhibitor project, cell-based, luminescence, uHTS | 697 B-cell NF-kB luciferase reporter, 16 h | inhibition, % at 4 µM | hit rate 0.33% among 330,000; in the data active means inhibition above about 35%
The depositor's hits bear a star; / = not tested or not shown. Unless noted, no stated cut-off is given here; in the data, active means inhibition above about 50%; inactive means the rest.

Every second line gives: Gli-Sufu block	Apaf1 inhib	Jurkat NFkB inh	UBC13 inh	SENP8 block	CCR6 antag	EBI2 block	697 NFkB inh
- CCn1c(O)c(N=NC(=O)CNc2cccc(C)c2)c2ccccc21
    -9	-16	-19	4	-5	-4	-9	-9
- COc1cccc(NC(=O)CSc2nnnn2C2CCCC2)c1
    -10	2	-6	1	4	3	7	13
- O=C1c2ccccc2C(=O)N1CC(=O)N1c2ccccc2Sc2ccccc21
    10	2	1	3	0	12	6	14
- Cc1ccc(N(C(=O)c2snc(C(N)=O)c2N)C(C(=O)NCC2CCCO2)c2ccc(C)o2)c(C)c1 (stereo unspecified)
    -2	9	7	22	0	20	28	-7
- COc1cccc(NC(=O)CCCn2nc(C)c3c(C)n(-c4ccccc4)nc3c2=O)c1
    -6	-3	10	0	-10	15	-7	0
- COCCN(C(=O)CSc1nnc(-c2cccc(F)c2)n1N)c1c(N)n(CC(C)C)c(=O)[nH]c1=O
    -4	-4	1	1	3	-7	-3	18
- COc1ccc(NS(=O)(=O)c2coc(C(N)=O)c2)cc1Cl
    18	-8	0	-6	-8	0	-1	0
- Cc1ccc2c(c1)N(C(=O)CCC(=O)NCc1cccc(Br)c1)CC(C)O2 (stereo unspecified)
    -2	22	4	5	-9	5	16	-17
- COCn1c(-c2cccc(Br)c2)nc2ccccc21
    -2	-1	-20	1	22	18	-4	-18
- Cc1ccc(NC(=O)Cn2cnc([N+](=O)[O-])c2)cc1C
    -14	-3	-28	0	-4	-1	-9	4

New compounds follow
Every second line gives: Gli-Sufu block	Apaf1 inhib	Jurkat NFkB inh	UBC13 inh	SENP8 block	CCR6 antag	EBI2 block	697 NFkB inh
- O=C(COC(=O)Cc1ccc(F)cc1)Nc1ccc(Cl)cn1
    3	17	-5	0	-19	2	3	-17
- O=C1c2ccccc2C(=O)N1c1ccc(S(=O)(=O)N2CCCCC2)cc1
    -4	-5	-2	7	-2	10	-2	10
- CC(OC(=O)c1ccc(Cl)nc1)C(=O)NCc1ccc2c(c1)OCO2 (stereo unspecified)
    -10	10	3	-5	-11	8	2	-3
- CCOC(=O)C1CCN(S(=O)(=O)c2c[nH]c(=O)[nH]c2=O)CC1
    -9	1	1	3	-2	12	-4	1
- CCN(CC)S(=O)(=O)c1ccc(/C(O)=C2/C(=O)C(=O)N(CCOC)C2c2ccccc2)cc1 (stereo unspecified)
    1	1	8	-12	2	4	-6	-5
- COc1cccc(NC(=O)CN(C)C(=O)c2ccc(N3CCOCC3)c([N+](=O)[O-])c2)c1
    -8	6	12	-4	6	-2	-3	7
- COc1ccc(C2=NOC(C(=O)Nc3cc(C)on3)C2)cc1 (stereo unspecified)
    4	8	-5	-2	-4	7	13	7
- COC(=O)/C=c1/s/c(=C(\C#N)C(=O)NCc2ccco2)n(-c2ccc(C)cc2)c1=O
    5	17	15	-23	-5	-9	27	-10
- COc1ccc(Cn2c3ccc(OC)cc3c3nc4ccccc4nc32)cc1
    7	-1	16	-4	-3	2	53*	-7
- O=C(c1ccco1)N1CCCN(Cc2cn[nH]c2-c2ccc(-c3ccccc3)cc2)CC1
    -28	7	-26	-1	3	3	21	-23

4 entries from above, ordered by count of non-hydrogen atoms, ascending:
Every second line gives: Gli-Sufu block	Apaf1 inhib	Jurkat NFkB inh	UBC13 inh	SENP8 block	CCR6 antag	EBI2 block	697 NFkB inh
- CCOC(=O)C1CCN(S(=O)(=O)c2c[nH]c(=O)[nH]c2=O)CC1
    -9	1	1	3	-2	12	-4	1
- COc1ccc(Cn2c3ccc(OC)cc3c3nc4ccccc4nc32)cc1
    7	-1	16	-4	-3	2	53*	-7
- COc1cccc(NC(=O)CN(C)C(=O)c2ccc(N3CCOCC3)c([N+](=O)[O-])c2)c1
    -8	6	12	-4	6	-2	-3	7
- CCN(CC)S(=O)(=O)c1ccc(/C(O)=C2/C(=O)C(=O)N(CCOC)C2c2ccccc2)cc1 (stereo unspecified)
    1	1	8	-12	2	4	-6	-5

Additional results
Every second line gives: Gli-Sufu block	Apaf1 inhib	Jurkat NFkB inh	UBC13 inh	SENP8 block	CCR6 antag	EBI2 block	697 NFkB inh
- COc1ccc(S(=O)(=O)Nc2ccccn2)cc1C
    0	1	11	6	2	-4	-4	11
- O=C(O)/C=C1\CCCc2ccccc2C1O (stereo unspecified)
    -5	-9	14	-2	5	-6	1	16
- COc1cccc(OCC(O)CN2CCOCC2)c1 (stereo unspecified)
    -10	-17	9	3	-6	-2	-2	10
- Cc1ccccc1C(=O)NC1CCN(CC(=O)Nc2ccc3c(c2)OCO3)CC1
    14	-16	13	5	3	16	-3	7
- COc1ccc(-n2c(O)c(Cc3ccccc3)c(=O)n3nc(-c4ccccc4)c(=O)cc23)cc1
    -13	-8	-21	12	5	13	-3	-18
- CCOc1ccccc1NC(=O)C(=O)CC(=O)c1ccc(OC)cc1
    -18	19	-3	-14	2	19	2	-3
- Cn1ncc2c(Nc3ccccc3Br)ncnc21
    -2	-8	-10	-2	-4	-4	2	2
- CCOC(=O)c1c(C)cccc1OCC(N)=O
    5	-2	5	-3	-3	-7	6	-5
- C=C1CCC[C@]2(C)C[C@H]3OC(=O)C(CN4CC(C)OC(C)C4)[C@H]3C[C@@H]12 (stereo partly specified)
    /	5	11	0	0	4	-4	14
- Cc1nc(SCC(=O)Nc2c(C)n(C)n(-c3ccccc3)c2=O)c(C#N)c(C)c1C
    -3	-7	7	12	-2	14	-16	19

(listing goes on)
Every second line gives: Gli-Sufu block	Apaf1 inhib	Jurkat NFkB inh	UBC13 inh	SENP8 block	CCR6 antag	EBI2 block	697 NFkB inh
- CC(C)COc1ccc(S(=O)(=O)NNC(=O)c2cc3ccccc3o2)cc1
    -5	-10	2	-18	-8	10	-5	-26
- CC(C)(C)c1nc2cc(Cl)c([N+](=O)[O-])cc2o1
    -6	-4	-3	-4	2	6	4	-30
- CCOc1ccccc1C(=O)NCC(=O)Nc1ncccc1C
    -3	-2	6	-6	-5	5	5	18
- CCCCN(C(=O)c1ccc(N2CCCC2=O)cc1)c1c(N)n(CCCC)c(=O)[nH]c1=O
    -2	5	4	-3	-5	2	-4	-2
- COc1ccccc1C(=O)NNC(=S)NC(=O)c1cc(OC)c(OC)c(OC)c1
    7	2	4	-27	-5	58*	4	20
- COc1cccc(C2CC(c3ccccc3)Nc3ncnn32)c1 (stereo unspecified)
    -6	-4	-3	-16	-11	4	-12	3
- COc1ccc(N(CC(=O)N2CCN(c3ccccc3F)CC2)S(=O)(=O)c2c(C)noc2C)cc1
    7	8	7	5	0	9	11	-9
- COc1ccc(NC(=O)COC(=O)c2cc(SC)ccc2Cl)c(OC)c1
    -2	-7	5	2	-12	4	4	-1
- Cc1sc2ncnc(N3CCC(C(=O)Oc4cccc(Cl)c4Cl)CC3)c2c1C
    /	12	0	5	2	8	-3	21
- Cc1ccc(C(=O)N/N=C\c2ccc[nH]2)cn1
    6	5	-4	-16	-6	-8	-6	-2

The results go on.
Every second line gives: Gli-Sufu block	Apaf1 inhib	Jurkat NFkB inh	UBC13 inh	SENP8 block	CCR6 antag	EBI2 block	697 NFkB inh
- COCC(=O)NNC(=O)c1ccc(OC)cc1
    -4	-3	0	9	-2	7	-8	-12
- O=S(=O)(NCc1ccco1)c1cnc(Cl)c(Cl)c1
    7	-20	5	-3	7	-10	-9	26
- Cc1nn(CC(=O)N2CCN(Cc3ccccc3)CC2)c(=O)c2ccccc12
    10	-2	1	2	0	6	-11	-19
- Cc1ccc(NC(=O)COc2ccc(/C=N/NC(=O)CSCc3ccccc3)cc2)cc1
    -2	1	12	10	6	6	-20	22
- CCC(C)NS(=O)(=O)c1ccc(OCC(=O)N2CCCC2)cc1 (stereo unspecified)
    3	-3	-1	-5	5	-23	-5	-1
- CC(C)C(=O)Nc1ccc2nn(-c3ccccc3)nc2c1
    17	-2	-255	48*	1	10	9	-357
- O=C(CSc1ccccc1F)Nc1ccc2c(c1)OCO2
    2	-3	-80	-4	-11	6	3	4
- COc1cccc(CN2CCN(Cc3c(C)nn(C(C)C)c3C)CC2CCO)c1 (stereo unspecified)
    22	2	-3	-16	-8	1	8	-29
- CCOc1cc(-c2nc(-c3ccccc3OC)no2)cc(OCC)c1OCC
    3	39	1	-2	-10	18	30	10
- COc1ccc(OC)c(CNC(=O)COc2cc(=O)n(C)c3ccccc23)c1
    9	1	9	-1	-7	-24	-8	5

The listing continues:
Every second line gives: Gli-Sufu block	Apaf1 inhib	Jurkat NFkB inh	UBC13 inh	SENP8 block	CCR6 antag	EBI2 block	697 NFkB inh
- CCN(C(=O)CSc1nc2ccc(OC)cc2[nH]1)c1c(N)n(Cc2ccccc2)c(=O)[nH]c1=O
    -4	-4	0	1	-10	3	-1	7
- COc1cc(-c2[nH]nc3c2C(c2ccoc2)C(C#N)=C(N)O3)cc(OC)c1OC (stereo unspecified)
    1	5	3	-3	-4	-22	-15	9
- CC[C@@H]1CCCCc2ccccc2[C@H](C(=O)C[C@@H](O)CC(C)=O)OC1=O
    -7	10	-9	-3	-8	2	-1	4
- CCCCN1CCCCC1C(=O)Nc1c(C)cc(C)cc1C (stereo unspecified)
    9	-1	-18	-11	-7	12	2	-16
- FC(F)Sc1ccc(Nc2ncnc3nc[nH]c23)cc1
    -34	-9	-59	6	-16	-1	2	-68
- CC(C)CCn1c2ccccc2c2cc(CC(N)=O)ccc21
    -17	12	-4	6	2	12	1	-21
- Cc1ccc(S(=O)(=O)N2CCCSCC2)cc1
    4	-22	-3	3	6	4	2	12
- O=C(NCC(O)c1ccc2ccccc2c1)c1c(F)cccc1F (stereo unspecified)
    6	2	-5	-1	6	-4	-6	0
- Fc1ccc(C2CC(c3ccco3)=NN2c2ccccc2)cc1 (stereo unspecified)
    1	11	-9	22	-8	2	16	-6
- CCN(CC)C(=O)N1CCN(S(=O)(=O)c2ccc(C)c(C)c2)CC1
    9	1	12	0	-6	0	5	-8

(continued)
Every second line gives: Gli-Sufu block	Apaf1 inhib	Jurkat NFkB inh	UBC13 inh	SENP8 block	CCR6 antag	EBI2 block	697 NFkB inh
- CCOC(=O)C1CCN(S(=O)(=O)c2cccc(-c3cn4cccc(C)c4n3)c2)CC1
    5	30	-7	-1	0	-4	-14	-8
- CC(C)NC(=O)c1cc2cc(Br)ccc2oc1=O
    3	6	-15	-14	-8	8	6	-7
- CCC(=O)Nc1ccc2c(c1)nc(CCN1CCN(c3ccccc3)CC1)n2C
    1	-6	1	3	0	11	-7	9
- COc1cc(C)nc(N(Cc2ccccc2)S(=O)(=O)c2ccccc2)n1
    -1	17	1	8	12	19	9	10
- Cc1ccc(C)c(S(=O)(=O)N2CCN(C(=O)CCc3nc4ccccc4c(=O)[nH]3)CC2)c1
    6	12	-21	1	-6	10	3	4

Screens (PubChem BioAssay)

Not all compounds are listed; the hit share may differ from the screen's.
